# LGR2 inh = blocks bursicon-induced cAMP signaling via Drosophila LGR2; HEK293 LGR2, CRE-luciferase, bursicon-stimulated, 4 h; 380,000 compounds, 0.35% hits; AID 720647; inhibition, % at 9.99 µM;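 active = drop in luminescence signal, shown as inhibition above about 50% in the replicate tests, limit read from the data, passing the limit was not always enough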;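 note: agonist challenge used bursicon conditioned medium at about half maximal strength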
# Cneo AK release = Cryptococcus neoformans lysis via adenylate kinase release | lysis activity, % at 15 µM | 360,000 compounds, 0.2% hits | C. neoformans lysis, adenylate kinase release luminescence, 4 h; normalised: neutral wells 0, clomiphene wells 100;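 active = mean lysis activity across replicates of at least 80%, whatever share of replicates individually reach that level; inactive = mean lysis activity below 80%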
#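 Signal: Adenylate kinase release luminescence | Assay system: Log-phase Cryptococcus neoformans yeast cells | Input: Cells at 5 × 10^6 per mL | Buffer or medium: Fresh YPD growth medium | Compound: Single dose | Schedule: Static 4 h at 37 °C with compound, 1 h detection | Controls: Clomiphene | Read-out: Luminescence rise reflecting yeast cell lysis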
# C2C12 statin = suppression of simvastatin myotoxicity; C2C12 myotubes + simvastatin, ATP luminescence, 48 h; scaled: DMSO 0, geranylgeraniol control 100; rescue of ATP level, % at 7.49 µM; 330,000 compounds, 0.78% hits; AID 602340;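 active = mean ATP rescue above about 67%, or every replicate alone reaching that limit, limit read from the data, passing the limit was not always enough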;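 note: myotubes were challenged with 10 µM simvastatin during compound exposure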
# PGC1a acetyl inh = modulators of PGC1a acetylation | U2OS PGC1a acetylation, AlphaScreen anti-acetyl-lysine; with virally co-expressed GCN5 acetyltransferase | inhibition, % at 15.6 µM | 350,000 compounds, 0.17% hits | AID 651687;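 active = every replicate shows inhibition of at least 40%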;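 note: 0% = neutral control wells and 100% = positive control wells; some results beyond the cut were filed as inactive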
# INS-1E GSIS act = primary screen for activators of insulin secretion dependent on glucose, INS-1E cells, GLuc reporter luminescence; activation, % at 16.6 µM; 370,000 compounds, 0.61% hits; INS-1E GLuc reporter insulin secretion, 2-3 h;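 active = lowest replicate activation of at least 40%, so every replicate reaches that level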;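 note: 0% = median of neutral control wells and 100% = median of IBMX positive control wells; some compounds called inactive have numbers as strong as hits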
# PAX8 reporter = lowers PAX8-driven luciferase in RMG-I cells; RMG-I TPO-luciferase reporter, SteadyGlo, 24 h; inhibition, % at 12.6 µM; 360,000 compounds, 1.2% hits;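 active = mean replicate inhibition at least 60% with every replicate also reaching 60%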;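 note: luciferase light reporting Pax8 driven TPO promoter activity; plate controls were median of neutral control wells for no effect and mitoxantrone controls for full effect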
# PglD inh = PglD (C. jejuni) enzyme inhibition. purified PglD enzyme, DTNB colorimetric CoA detection. inhibition, % at 12.5 µM. 360,000 compounds, 0.098% hits. AID 602405; in the data active = inhibition above about 16%, passing the limit was not always enough; note: strong numbers were not always called active
# ARNT-TACC3 inh = ARNT/TACC3 interaction disruption | Q9Y6A5 | AlphaScreen His-ARNT PAS-B/GST-TACC3 binding, luminescence; TACC3 fragment carries E629A point mutation | inhibition, % at 9.99 µM | 390,000 compounds, 0.66% hits | AID 623870;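 active = mean inhibition of replicates at least 50% and at least half of replicates each reaching 50%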;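 note: 0% = complete ARNT plus TACC3 wells and 100% = ARNT alone without TACC3; many hits fall short of the cut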
# Starred values were filed as active, the others as inactive; / = not tested or not shown; & = joins results of further samples.
SMILES	LGR2 inh	Cneo AK release	C2C12 statin	PGC1a acetyl inh	INS-1E GSIS act	PAX8 reporter	PglD inh	ARNT-TACC3 inh
COc1ccc(Cn2c(=O)oc3ccccc32)cc1F	-17	9	2	2	11	5	-5	-7
Cc1noc(C)c1NC(=O)N[C@H]1CC[C@@H](CCNC(=O)C2CCCC2)O[C@H]1CO	7	-1	-1	6	14	-2	1	-4
CCC[C@@H]1CCCC/C=C\CCCC(=O)OCCN1C(=O)OC(C)(C)C	17	0	-1	/	/	-25	4	-7
O=C(OCC(=O)N1CCc2ccccc21)c1ccccn1	-34	/	1	/	-1	11	/	-6
O=C(Cc1ccccc1)N1CCN(C(=O)c2cccs2)CC1	/	6	8	-78	/	/	-3	-3
CCOC(=O)C1CCN(c2c(C(=O)c3ccccc3)cnc3ccc(Cl)cc23)CC1	-7	0	2	-3	-5	17	-1	4
OC(c1ccccc1)c1ncc(-c2ccc(Cl)cc2)[nH]1 (stereo unspecified)	-110	-1	-5	11	/	-95	0	/
COc1ccc(S(=O)(=O)N(C(=O)c2ccncc2)c2ccc3oc4c(c3c2)CCCC4)cc1	18	0	/	/	-2	21	3	-15
CC(C)(C)NC(=O)CN(CC1CCCO1)C(=O)CNS(=O)(=O)c1ccc(F)cc1 (stereo unspecified)	-8	-1	-4	-13	2	-11	-9	/
COc1ccc(/C=N/NC(=O)c2cc(C(C)(C)C)[nH]n2)cc1COc1ccc(F)cc1F	9	1	-3	4	-13	5	1	0
O=C(C1CCCN(S(=O)(=O)c2ccc([N+](=O)[O-])cc2)C1)N1CCCCC1 (stereo unspecified)	/	0	5	-1	/	/	-2	-6
Cc1ccc(C(=O)N[C@@H](Cc2ccccc2)C(=O)N2CCC3(CC2)NCCc2[nH]cnc23)cc1C	-9	-2	-9	/	22	-3	-6	4
CC1(C(=O)NS(=O)(=O)c2ccccc2OC(F)(F)F)CCN1C(=O)c1ccco1 (stereo unspecified)	-8	-1	-4	2	16	5	7	/
COc1cc(C(=O)NCC(c2cccnc2)N2CCN(C)CC2)cc(OC)c1OC (stereo unspecified)	/	-1	-5	3	/	/	-4	-2
COc1ccc(Cl)cc1C(=O)Nc1ccc(NC(C)=O)cc1	16	/	/	1	-9	7	/	2

# Ordered by the number under PGC1a acetyl inh (largest number first): 3 of the compounds above.
smiles,LGR2 inh,PGC1a acetyl inh,INS-1E GSIS act,PglD inh,ARNT-TACC3 inh
O=C(C1CCCN(S(=O)(=O)c2ccc([N+](=O)[O-])cc2)C1)N1CCCCC1 (stereo unspecified),/,-1,/,-2,-6
CC(C)(C)NC(=O)CN(CC1CCCO1)C(=O)CNS(=O)(=O)c1ccc(F)cc1 (stereo unspecified),-8,-13,2,-9,/
O=C(Cc1ccccc1)N1CCN(C(=O)c2cccs2)CC1,/,-78,/,-3,-3

# Following part
SMILES	LGR2 inh	Cneo AK release	C2C12 statin	PGC1a acetyl inh	INS-1E GSIS act	PAX8 reporter	PglD inh	ARNT-TACC3 inh
CCCCCn1c(CCC(=O)Oc2ccccc2OC)nc2c1c(=O)[nH]c(=O)n2CCCC	/	2	129*	-10	/	/	2	-1
CCCn1nnnc1NCc1ccc(N2CCCC2)cc1	/	2	-3	-6	/	-6	-3	3
Cc1ccc(C(=O)NCCN(C)C)cc1C	/	/	/	-2	36	-11	/	7
Cc1cccc(Nc2c(-c3ccc(N4CCOCC4)cc3)nc3ncccn23)c1	-19	-3	6	-10	/	-29	-3	0
CCN(CC)S(=O)(=O)c1ccc(OC)c(NC(=O)c2cccs2)c1	12	2	-8	3	3	-6	7	-6
C[C@H]1CN([C@@H](C)CO)C(=O)Cc2cc(NS(C)(=O)=O)ccc2O[C@H]1CN(C)S(C)(=O)=O	24	1	7	1	-9	/	3	0
CCOC(=O)N(C)c1ccc(C(O)(C(F)(F)F)C(F)(F)F)cc1	/	2	71*	-29	/	/	-1	-10
O=C(CN(Cc1ccccc1)C(=O)CCC(=O)Nc1ccccn1)NCc1ccc(F)cc1	10	0	3	/	-5	-16	-4	-3
C/C(N)=C(/C#N)C(=O)COC(=O)CCSc1ccccc1	-18	0	-1	0	10	18&-2	-1	-1&-2
C[C@H]1CN([C@@H](C)CO)C(=O)c2cc(C#CC3(O)CCCC3)cnc2O[C@H]1CN(C)Cc1ccncc1	0	-1	3	-3	8	-9	0	-1
Cc1ccc(N=c2c([N+](=O)[O-])nn(-c3ccc(Cl)cc3)n2O)cc1C	-4	1	/	12	1	-6	-4	-3
N#Cc1nc(Cl)c(Cl)c(NN)c1Cl	12	/	/	/	13	14	/	-1
CNC(=O)C[C@@H]1CC[C@@H]2[C@H](COc3ccc(NC(=O)c4ccc(F)c(F)c4)cc3C(=O)N2C)O1	-21	17	2	1	2	-17	2	2
CCS(=O)(=O)N[C@@H]1CC[C@H](CC(=O)Nc2ccc(-c3ccccc3)cc2)O[C@@H]1CO	3	0	20	0	6	20	0	16
CCOC(=O)N=S(N)(=O)c1ccc(Cl)cc1 (stereo unspecified)	/	2	-3	9	/	/	-1	15
CN(CC(=O)Nc1nc2ccccc2s1)S(=O)(=O)c1ccc(Br)cc1	/	10	-13	-16	-23	/	6	-23
O=C(CSc1nnc(Cc2ccccc2)o1)Nc1ccc(N2CCOCC2)cc1	-30	-6	-3	-11	6	1	1	5
CCC1=C(OC(=O)N(CC)CC)N2C(=O)OC(=NCc3ccccc3)[C@]2(C)[C@H]2C1=CC[C@H]1C(=O)N(CC(=O)OC)C(=O)[C@H]12	17	5	6	/	-30	-4	5	1
CCOC(=O)c1ccc(NC(=O)c2cc(C)nn2-c2ccccc2)cc1	7	-6	11	-16	/	-10	-3	-1
C[C@@H]1CCCCO[C@@H](CN(C)Cc2ccccc2)[C@@H](C)CN([C@@H](C)CO)C(=O)c2cc(NS(=O)(=O)c3ccc(F)cc3)ccc2O1	8	-1	/	4	-13	7	1	0
Cc1ccc(NC(=O)Nn2cnnc2)cc1	-3	-1	1	/	3	-10	2	/
COC(=O)C[C@H]1CC[C@@H]2[C@H](COC[C@H](O)CN2S(=O)(=O)c2ccccc2C)O1	15	3	-17	2	26	-3	-1	-10
C[C@H](CO)N1C[C@H](C)[C@@H](CN(C)C(=O)C2CCC2)Oc2ncc(C#CC3(O)CCCC3)cc2C1=O	6	-2	36	14	2	-6	-2	13
CC1(C(=O)Nc2cccc3ncccc23)CCN1C(=O)C1(c2ccccc2)CC1 (stereo unspecified)	9	2	10	13	-18	6	2	/
CN(C)N=Nc1nc2c(c(=O)n(C)c(=O)n2C)n1C	-3	-2	/	4	2	7	2	/
C[C@@H]1CN([C@H](C)CO)C(=O)c2cc(/C=C/c3ccccc3)cnc2O[C@H]1CN(C)Cc1cncnc1	-8	-1	20	4	-17	/	-3	-7
CCCNC(=O)N1C[C@H](C)[C@H](OC)CN(C)C(=O)c2ccc(NC(=O)C3CCC3)cc2OC[C@@H]1C	4	0	-6	3	0	-14	4	-9
CC(C)CNC(=O)NC(=O)COc1ncnc2sccc12	/	2	8	-10	7	/	2	-6
COc1ccccc1N(C(=O)CCl)c1cn(C(C)=O)c2ccccc12	48	-3	-46	/	/	114*	1	-2
O=S(=O)(/N=C(/Nc1nccs1)c1ccc(F)cc1)c1ccccc1	-7	-1	13	4	19	9	2	-5
CCN(CC)S(=O)(=O)c1cccc(C(=O)N2CC(O)CC2C(=O)OC)c1 (stereo unspecified)	/	5	5	-3	/	/	5	-2
CC(=O)Nc1ccc(C(=O)OCC(=O)NC2CCCCCCC2)cc1	15	/	/	/	2	-4	/	-16
NC(=O)c1nn(-c2ccc(Oc3ccccc3)cc2)c(=O)cc1O	-15	1	4	-7	/	-10	-2	2
CCSc1nc2c(c(=O)[nH]1)C(c1cccs1)C(C(=O)OC)=C(C)N2 (stereo unspecified)	15	-1	54	26	/	-1	2	-16
COc1ccccc1C(=O)Nc1ccc(Oc2ncnc3sc(-c4ccccc4)cc23)cc1	/	-1	14	/	/	7	-2	0
CN1CCN(CC(C)(C)NS(=O)(=O)c2ccc(Cl)cc2)CC1	/	0	7	-2	/	/	-5	2
O=C(Nc1ccc(OC(F)(F)F)cc1)c1ccc(S(=O)(=O)N2CCOCC2)o1	8	/	/	/	5	-19	/	-3
O=C(CSCc1cc(=O)n2nc(C3CC3)sc2n1)Nc1ccc(F)cc1	0	0	13	-9	1	8	-3	-7
CCOC(=O)C1CCN(C(=O)c2cc(COc3ccc(OC)c4ccccc34)on2)CC1	-56	5	1	6	-4	-136	6	12
COc1cc(C2NC(=O)NC(C)=C2C(=O)OC2CCCCC2)cc(Br)c1O (stereo unspecified)	11	2	8	13	-26	/	-1	1
CCn1c(SC(C)C(=O)NCC2CCCO2)nc2scc(-c3ccccc3)c2c1=O (stereo unspecified)	-5	/	/	/	15	2	/	-3
CN(C)C(=O)[C@H]1[C@H](CO)[C@H]2Cn3c(ccc(-c4cccc(F)c4)c3=O)[C@@H]1N2CCc1ccccc1	-1	2	-4	/	-2	-11	4	-13
CCN1CCCC1CNC(=O)C1c2cc(OC)c(OC)cc2C(=O)N(C)C1c1cccnc1 (stereo unspecified)	/	-2	-3	3	/	/	0	3
Cc1nn(CC#N)c(=O)n1-c1ccc(Cl)cc1	19	/	/	10	-1	19	/	-5
Cc1ccc(CNC(=O)CCCCn2c(=O)[nH]c3ccsc3c2=O)cc1	-7	-1	18	-8	8	-9	2	-1
O=C(C[C@@H]1CC[C@H](NC(=O)C2CCOCC2)[C@H](CO)O1)Nc1ccc(-c2ccccc2)cc1	13	57	0	-10	-13	-3	4	10
Cc1noc(C)c1NC(=O)Nc1ccc2c(c1)CC(=O)N([C@@H](C)CO)C[C@@H](C)[C@@H](CN(C)Cc1ccc(C(F)(F)F)cc1)O2	-20	-1	36	11	-14	-11	3	17
Cc1noc(C)c1NC(=O)N(C)C[C@H]1Oc2ccc(NC(=O)C3CC3)cc2C(=O)N([C@H](C)CO)C[C@@H]1C	8&8	-2&1	6&-7	4	22	-10&-1	2&2	6&-4
O=C(C[C@H]1CC[C@@H](NC(=O)Nc2ccc(C(F)(F)F)cc2)[C@H](CO)O1)NCc1ccccn1	-10	-2	1	2	6	7	-2	-5
COc1cc2c(c(OC)c1OC)C(c1ccc3c(c1)OCO3)CC(=O)O2 (stereo unspecified)	-1	4	7	11	12	-10	-3	0
CC(Oc1ccccc1)C(=O)Nc1c2c(nn1-c1ccccc1)CS(=O)(=O)C2 (stereo unspecified)	-9	-2	4	/	12	-4	2	-11
CCNC(=O)C[C@@H]1CC[C@H](NS(=O)(=O)c2ccc(C)cc2)[C@H](CO)O1	16	1	5	-10	7	-18	5	-23
Cc1ccccc1-c1ccc2c(c1)O[C@@H](CN(C)C(=O)Nc1ccc(F)cc1)[C@@H](C)CN([C@@H](C)CO)S2(=O)=O	3	6	-5	7	-22	2	-4	-3
Cc1ccc(S(=O)(=O)CC(=O)N(C)C)cc1	-5	-1	-2	-2	-6	/	/	0
CC1CCCCN1C(=O)COC(=O)CSc1ccc(C(N)=O)cc1[N+](=O)[O-] (stereo unspecified)	-14	3	11	-1	45*	11	1	-1
O=C(Cn1cnc([N+](=O)[O-])n1)NCc1ccccc1	/	-1	-11	-5	/	/	-4	10
O=C(C[C@@H]1CC[C@H]2[C@@H](COC[C@@H](O)CN2C(=O)Nc2cc(Cl)cc(Cl)c2)O1)NCC1CCCCC1	-10	-1	11	-3	-25	-5	-3	2
COc1ccccc1OCc1nc2ccccc2[nH]1	/	-1	1	0	/	-188	-6	-1

# Screening data: PubChem BioAssay, Broad Institute
